# Assay outcomes: PubChem, several laboratories
# Cdc42 wt GTP: modulators (inhibitors or activators) of GTP binding to human Cdc42 wildtype; P60953; GST-Cdc42 beads, Bodipy-GTP binding, flow cytometry; actives lie on both sides; percent activity (GTP binding), % at 10 µM; hit rate 0.2% among 190,000;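 active = percent activity GTP binding at least 20 points away from the 100% baseline, either down as inhibitor or up as activator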;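 note: median bead fluorescence of bound Bodipy-FL-GTP at 100 nM; 0% = excess unlabeled GTP control and 100% = no compound control; below 100% means less GTP binding so inhibitor and above means activator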
# ABCG2 inh: inhibitors of human ABCG2 transporter, ABCB1 counter-screen. Q9UNQ0. IgMXP3 cells, JC-1 efflux, flow cytometry. AID 1325. hit rate 0.1% among 190,000. inhibition, % at 6.6 µM;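 active = inhibition above 80%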;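 note: 0% = DMSO and 100% = nicardipine control wells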
#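 Assay system – ABCG2 IgMXP3 and barcoded ABCB1 CCRF-Adr cell mix · Input – 3 million cells/mL in well · Reagent – JC-1 fluorescent substrate · Compound – single test compound dose, 6.6 µM final · Timing – 10 min exposure at 25 °C with rotation, no wash · Detection – flow cytometry of retained JC-1 fluorescence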
# Rab7 wt modul: alters GTP binding to wildtype dog Rab7; GST-Rab7 beads, fluorescent GTP binding, flow cytometry; actives lie on both sides; untreated = 100%, excess cold GTP = 0%; GTP binding activity (percent of control), % at 10 µM; hit rate 0.055% among 190,000;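 active = fluorescent GTP binding to Rab7 beads changed by at least 20 points from the 100% baseline, either direction, mostly lower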;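 note: median green fluorescence of bound Bodipy-FL-GTP per Rab7 bead population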
# Rac1 wt modul: human Rac1 wildtype GTP binding, inhibitors and activators; P63000; GST-Rac1 beads, fluorescent GTP binding, flow cytometry; actives lie on both sides; 0 = cold GTP competed, 100 = untreated; GTP binding activity (% of control), % at 10 µM; hit rate 0.27% among 190,000; AID 757;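 active = GTP binding activity at least 20 points away from the 100% control level, either lower or higher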
# Rac1 act GTP bind: modulators of GTP binding to human Rac1 activated mutant; P63000; GST-Rac1 activated beads, fluorescent GTP binding, flow cytometry; actives lie on both sides; 100% means binding = to untreated wells; percent activity (GTP binding), % at 10 µM; hit rate 0.11% among 190,000;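 active = GTP binding at least 20 percentage points away from the 100% baseline, in either direction, so actives lie on both sides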
# Rab2 wt GTP: changes GTP binding to wildtype dog Rab2A, up or down; GST-Rab2 wt beads, Bodipy-GTP binding, flow cytometry; P61105; hit rate 0.19% among 190,000; GTP binding activity, % at 10 µM;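 active = GTP binding activity at least 20 points away from 100%, either lowered or raised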;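 note: 0% = beads with excess unlabeled GTP and 100% = no-compound control corrected for plate trend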
# ABCB1 inh: human ABCB1 inhibition, ABCG2 as counter-screen; hit rate 0.067% among 190,000; AID 1326; inhibition, % at 6.6 µM; CCRF-Adr cells, JC-1 efflux, flow cytometry; P08183; in the data active = inhibition above about 40%;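 note: 0% = vehicle and 100% = reference inhibitor; higher value means more JC-1 retained so stronger ABCB1 efflux block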
# Target sequence (P08183 whole entry, looked up): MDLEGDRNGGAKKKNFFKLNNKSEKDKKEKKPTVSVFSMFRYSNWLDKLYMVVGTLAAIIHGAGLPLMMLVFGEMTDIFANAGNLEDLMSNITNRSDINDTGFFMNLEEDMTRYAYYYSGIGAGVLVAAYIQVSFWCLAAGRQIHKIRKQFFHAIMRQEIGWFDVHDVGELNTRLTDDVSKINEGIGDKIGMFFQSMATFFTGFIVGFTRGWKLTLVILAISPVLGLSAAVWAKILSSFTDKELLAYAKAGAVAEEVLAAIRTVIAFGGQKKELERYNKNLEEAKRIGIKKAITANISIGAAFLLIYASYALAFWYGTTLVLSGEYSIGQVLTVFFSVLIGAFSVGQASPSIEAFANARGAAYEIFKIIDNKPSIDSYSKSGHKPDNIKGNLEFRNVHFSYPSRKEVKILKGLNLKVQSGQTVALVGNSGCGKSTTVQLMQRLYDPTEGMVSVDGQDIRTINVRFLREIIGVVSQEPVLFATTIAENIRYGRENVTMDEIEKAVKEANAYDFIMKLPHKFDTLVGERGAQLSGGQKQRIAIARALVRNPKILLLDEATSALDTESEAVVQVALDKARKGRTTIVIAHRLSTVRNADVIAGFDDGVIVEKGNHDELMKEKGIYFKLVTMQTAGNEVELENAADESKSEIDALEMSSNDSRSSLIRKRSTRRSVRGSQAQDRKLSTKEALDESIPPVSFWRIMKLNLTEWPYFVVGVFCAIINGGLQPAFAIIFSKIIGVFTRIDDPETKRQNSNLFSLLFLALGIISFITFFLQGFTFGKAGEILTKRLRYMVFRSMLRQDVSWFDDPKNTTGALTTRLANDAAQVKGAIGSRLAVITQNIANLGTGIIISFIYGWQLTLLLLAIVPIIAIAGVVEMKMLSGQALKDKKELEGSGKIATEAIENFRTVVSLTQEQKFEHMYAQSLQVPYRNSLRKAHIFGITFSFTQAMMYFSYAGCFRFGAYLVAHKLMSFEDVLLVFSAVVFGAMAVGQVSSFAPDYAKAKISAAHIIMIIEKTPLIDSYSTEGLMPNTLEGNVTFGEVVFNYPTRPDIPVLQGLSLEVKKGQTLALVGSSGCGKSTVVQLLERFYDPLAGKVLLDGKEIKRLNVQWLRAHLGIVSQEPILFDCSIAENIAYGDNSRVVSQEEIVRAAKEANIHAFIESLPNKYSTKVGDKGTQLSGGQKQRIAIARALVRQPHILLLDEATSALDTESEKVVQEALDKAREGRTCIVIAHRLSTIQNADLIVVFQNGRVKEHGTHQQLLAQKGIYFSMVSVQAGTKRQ
# GSH bead fluor: compound fluoresces at 488/530 nm on GSH beads | fluorescence (KMESF) at 10 µM | hit rate 0.25% among 190,000 | AID 1776 | GSH beads flow cytometry, compound fluorescence 488/530 nm; active compounds read high; in the data active = fluorescence above about 89;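 note: glutathione beads carrying GST-tagged Bcl family fusion proteins plus one bare bead set; values are compound well signal with DMSO vehicle wells as background; inactives centre near 16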
# Avidin bead fluor: avidin bead compound fluorescence profile | Avidin beads, compound fluorescence 488/530 nm, flow cytometry; active compounds read high | fluorescence (KMESF) at 10 µM | hit rate 0.38% among 220,000; in the data active = fluorescence above about 47; note: inactives centre near 10
# HRas wt GTP bind: human HRas wildtype GTP binding, change in either direction; P01112; GST-Ras wt beads, Bodipy-FL-GTP binding, flow cytometry; actives lie on both sides; AID 759; GTP binding activity, % at 10 µM; hit rate 0.14% among 190,000;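 active = GTP binding activity at least 20% away from the 100% baseline, either lowered as inhibitor or raised as activator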;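 note: 0% = unlabeled GTP competition control and 100% = no-compound control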
# Pf gamet viab: P. falciparum stage V gametocyte viability inhibition; P. falciparum stage V gametocytes, ATP luminescence, 24 h; inhibition, % at 10.9 µM; hit rate 0.065% among 150,000; AID 743093;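 active = inhibition above the mean plus 3 SD of compounds within the control limits, set per campaign, cut at about 38% in these data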;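 note: 0% = DMSO wells and 100% = medium only without gametocytes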
# Starred values were filed as active, the others as inactive; nt = no result given.
SMILES,Cdc42 wt GTP,ABCG2 inh,Rab7 wt modul,Rac1 wt modul,Rac1 act GTP bind,Rab2 wt GTP,ABCB1 inh,GSH bead fluor,Avidin bead fluor,HRas wt GTP bind,Pf gamet viab
COC(=O)c1cc(C#N)c(Oc2ccc(F)cc2)nc1C,97,3,94,93,93,91,0.2,12,35,96,9
O=C(O)CCN1C(=O)CC2(CCCCC2)C1=O,103,-1,98,104,101,100,-0.5,34,14,100,0
O=C(NNS(=O)(=O)c1ccc(Br)cc1)NC1CCCCC1,99,-1,101,102,99,99,-0.5,10,3,101,-9
CSCCC(NC(=O)COc1ccccc1)C(=O)O (stereo not given),94,3,98,94,91,93,0.2,8,18,94,6
COc1ccc(C(C)NC(=O)C2C(=O)NC3(C)CC2c2ccccc2O3)cc1 (stereo not given),102,4,104,102,99,99,0.8,19,18,99,nt
CC1CC(C)CN(S(=O)(=O)c2ccc(NC(=O)C3COc4ccccc4O3)cc2)C1 (stereo not given),103,0,102,105,100,98,-0.1,16,27,102,nt
COc1ccc(C2C3=C(OC(C)=O)c4ccccc4C3=Nc3c2c(=O)n(C)c(=O)n3C)cc1 (stereo not given),104,7,100,106,101,101,2.1,30,15,103,-22
COc1ccc(-c2[nH]ncc2CNCCCSC)cc1F,93,4,97,95,95,96,3.6,12,11,95,-3
O=[N+]([O-])c1ccc(N2CCN(S(=O)(=O)c3ccccc3)CC2)cc1NCc1cccnc1,96,6,101,97,95,97,4.7,30,13,100,24
CCCC(C)C(=O)OCC(=O)Nc1c(Br)cc(C)cc1Br (stereo not given),101,-3,100,102,95,98,-0.2,9,6,98,25
Cc1cc(OCCN2CCCCCC2)ccc1[N+](=O)[O-],104,1,101,105,100,102,-0.1,12,13,100,-2
CSC(=NC#N)N1CCN(c2ccccc2)CC1,106,0,100,103,101,105,0.1,21,7,105,-3
Fc1ccc(NCc2cccnc2)cc1F,102,3,104,107,102,105,0.3,17,7,101,-14
O=C(CCCC(=O)NC1CCCC1)NC1CCCC1,103,2,102,103,96,100,0.5,9,2,103,24
CCOC(=O)c1ccc(NC(=O)N2CCN(C3CCCCC3)CC2)cc1,100,5,101,98,101,101,1.8,17,11,102,nt
O=C(c1cccc2ccccc12)N1CCN(c2ccc([N+](=O)[O-])c(NCc3ccco3)c2)CC1,99,4,96,102,100,98,1.4,5,3,97,14
Cc1ccccc1Nc1nc(-c2sc(NC(=O)c3ccccc3)nc2C)cs1,102,-1,105,104,100,104,-0.9,24,11,103,nt
CCCCC(=O)NC(=S)Nc1ccc(S(=O)(=O)N2CCCC2)cc1,103,3,102,104,102,100,0.3,11,6,101,-20
CC(C)NC(=O)C1(O)c2ccccc2NC(=O)N1c1ccc(Cl)c(Cl)c1 (stereo not given),100,1,99,102,100,99,0.3,31,6,99,-6
COc1ccc(C2C(C(=O)Nc3cc(OC)c(OC)c(OC)c3)c3ccccc3C(=O)N2C)cc1 (stereo not given),95,8,103,98,95,99,0.8,10,7,97,6
CC(C)C[C@H](N)c1cn([C@@H](Cc2cc3ccccc3[nH]2)C(=O)N2CCNCC2)nn1,96,0,103,98,98,98,0.0,19,5,98,nt
COc1ccc(N2CCN(C(c3ccco3)c3sc4nc(C)nn4c3O)CC2)cc1 (stereo not given),103,22,96,103,99,97,2.0,24,5,100,-10
CCOC(=O)N1CCN(Cc2cc(=O)oc3ccc4ccccc4c23)CC1,95,43,100,101,96,97,12,37,9,97,nt
Cc1nnc(NC(=O)CSc2nnc(-c3ccco3)o2)s1,94,1,94,93,91,93,-0.1,10,24,94,nt
COc1ccc(OC)c(NC(=O)Cn2c(CCC(=O)O)ccc2-c2ccc(C)cc2)c1,98,23,96,97,95,94,1.3,10,10,96,21
O=C1C=C(NC2CC2)C2(CCCCC2)O1,104,2,108,103,97,104,0.3,11,25,106,nt
CCN(CC)C(=O)CCCSc1nnc(Nc2ccccc2F)s1,96,18,104,98,97,98,1.8,12,10,96,-7
COc1cccc(N(CC(=O)Nc2ccccc2C)S(C)(=O)=O)c1,101,0,102,101,95,100,0.2,10,23,102,nt
CCN(CC)C(=O)CSc1ccc(C(F)(F)F)cc1[N+](=O)[O-],104,5,104,105,102,102,0.8,10,3,103,15
CCN1CCN(c2ccc(NC(=O)COc3ccccc3Cl)cc2)CC1,98,3,99,101,98,99,0.7,53,7,100,nt
O=C(Nc1nonc1NC(=O)C1CCCCC1)C1CCCCC1,104,5,104,109,103,100,-0.9,41,12,103,nt
Cc1ccc(NC(=O)CSc2nc3c([nH]c4ccccc43)c(=O)n2C)cc1,101,0,97,102,95,99,1.4,16,11,98,nt
CC/C(C)=N/Nc1nc2c(c(=O)[nH]c(=O)n2C)n1CCc1ccccc1,98,4,94,100,97,98,0.6,9,9,97,10
CN(C)c1ccc(/C=N/Nc2ccc(-n3ccnc3)nn2)cc1,104,4,102,107,100,100,0.7,9,9,101,-41
CCOC(=O)c1cnn(-c2ccccc2)c1NC(=O)CCl,101,2,101,106,101,103,0.1,7,6,103,4
COCCOC(=O)C1=C(C)NC(=O)NC1C1CC=CCC1 (stereo not given),103,3,98,108,102,101,0.7,16,7,102,-10
CC(C)C(=O)Nc1c2c(nc3c1CCC3)CCCC2,104,1,103,105,101,101,0.2,11,17,102,nt
Cc1ccccc1-c1ccc(=O)n(CC(=O)Nc2ccc(C(=O)N3CCCC3)cc2)n1,105,-1,95,103,101,103,-0.2,66,16,104,nt
Cc1cc(OCC(=O)O/N=C(\N)Cc2cccs2)ccc1Br,101,4,98,102,100,101,0.4,26,8,100,nt
O=C(CCN1C(=O)COc2ccccc21)NCCN1CCOCC1,104,1,102,103,101,102,0.5,26,35,101,4
O=C(Nc1ccccc1)C(=O)c1cn(CC(=O)N2CCCCC2)c2ccccc12,99,2,104,106,102,101,0.5,20,13,101,nt
COc1ccccc1CNc1ccc(C(=O)O)cc1,107,-5,103,102,99,105,-0.9,35,17,102,nt
CC1CCC/C(=N\NC(=O)c2ccncc2)C1 (stereo not given),97,9,101,106,98,98,1.1,10,2,98,8
Nc1ccc(C(=O)OCC(=O)Nc2cc([N+](=O)[O-])ccc2F)cc1,105,33,104,101,95,99,0.3,15,6,100,9
COC(=O)c1cccc(NC(=O)C23CC4CC(C2)CC(n2cncn2)(C4)C3)c1,98,3,101,105,102,102,0.2,11,18,101,nt
Cc1ccc(N/C(N)=N/c2nc(C)cc(N3CCCCC3)n2)c(C)c1,95,0,92,97,99,97,1.8,12,12,97,1
O=C(NCCc1c[nH]c2ccccc12)C(=O)NCC1OCCCN1S(=O)(=O)c1cccs1 (stereo not given),103,10,105,103,99,102,0.5,12,16,101,11
O=C(COC(=O)Cn1cnc2ccccc2c1=O)Nc1ccc(Cl)cc1,100,6,94,98,96,91,0.7,14,20,93,16
COc1ccc(N(CC(=O)N/N=C/c2ccc(-c3ccc([N+](=O)[O-])cc3)o2)S(=O)(=O)c2ccc(C)cc2)cc1Cl,104,-3,102,103,99,99,-0.4,21,14,100,14
COc1ccccc1-c1nc2s/c(=C\c3cccs3)c(=O)n2n1,97,4,100,98,97,97,1.0,30,5,99,nt
CCCOC(=O)Nc1ccc(N2CCCCC2)cc1,100,-1,101,100,97,100,-0.3,11,7,99,32
COc1ccc(Cn2c(C)c(C)c(C#N)c2NC(=O)Nc2ccc(Cl)cc2)cc1,97,0,97,99,97,96,0.0,66,9,97,nt
Clc1cccc(N2CCN(Cc3nc(-c4ccccc4)no3)CC2)c1,97,1,101,99,94,98,0.3,22,14,98,nt
C/C(=N/OCO/N=C(/C)c1ccc(F)cc1)c1ccc(F)cc1,101,4,100,103,99,97,-0.2,9,19,97,14
Cc1cccc2cc(CNCC3CCCO3)c(Cl)nc12 (stereo not given),93,1,96,95,94,94,0.3,10,7,93,-19
O=C(CSc1nc(-c2ccco2)cc(C(F)(F)F)n1)N1CCSCC1,99,23,101,103,100,99,3.6,nt,5,99,nt
Cc1ccccc1OCc1nc2c3cnn(C)c3ncn2n1,104,5,104,110,100,102,0.3,17,9,105,-12
Cc1ccc(CC(=O)Nc2cccc(C#N)c2)cc1,98,4,104,102,95,98,1.1,16,20,98,6
COc1ccc2oc(=O)c(-c3nnc(NCc4ccco4)s3)cc2c1,92,0,95,93,91,93,0.0,12,30,92,-7
CNC(=S)N1N=C(c2ccc(C)cc2)CC1c1ccc(OC)c(OC)c1 (stereo not given),100,-6,99,102,100,101,-0.2,9,6,101,-4

# Next structures.
SMILES,Cdc42 wt GTP,ABCG2 inh,Rab7 wt modul,Rac1 wt modul,Rac1 act GTP bind,Rab2 wt GTP,ABCB1 inh,GSH bead fluor,Avidin bead fluor,HRas wt GTP bind,Pf gamet viab
CCOC(=O)CNC(=O)CN1C(=O)CCSc2ccccc21,103,9,103,104,100,103,0.4,31,13,102,nt
CC(=O)Oc1ccc(-c2cccc(C(=O)OCC(=O)Nc3ccccc3Oc3ccccc3)c2)cc1,99,28,98,103,99,95,0.6,14,10,97,nt
O=C(O)C(Cc1ccccc1)N=Cc1c(O)c2ccccc2oc1=O (stereo not given),93,-1,93,94,93,94,-0.5,8,20,95,6
CSc1nc(Oc2ccc(=O)n(C)n2)nc(N(C)C)n1,99,0,105,97,97,101,0.1,14,38,100,nt
O=C(CCc1nc2ccccc2s1)OCc1ccccc1F,97,4,95,99,99,98,-0.1,9,9,97,14
CS(=O)(=O)N(CC(=O)N1CCN(c2ccccc2)CC1)c1cc(C(F)(F)F)ccc1Cl,97,2,94,100,97,99,0.9,18,27,99,14
O=C(CSCc1ccccc1Cl)NNC(=O)c1ccccc1,100,1,98,98,99,100,0.2,19,7,99,2

# Five entries from above, with bars between the fields:
Compound | Cdc42 wt GTP | ABCG2 inh | Rab7 wt modul | Rac1 wt modul | Rac1 act GTP bind | Rab2 wt GTP | ABCB1 inh | GSH bead fluor | Avidin bead fluor | HRas wt GTP bind | Pf gamet viab
CC(=O)Oc1ccc(-c2cccc(C(=O)OCC(=O)Nc3ccccc3Oc3ccccc3)c2)cc1 | 99 | 28 | 98 | 103 | 99 | 95 | 0.6 | 14 | 10 | 97 | nt
CCOC(=O)CNC(=O)CN1C(=O)CCSc2ccccc21 | 103 | 9 | 103 | 104 | 100 | 103 | 0.4 | 31 | 13 | 102 | nt
O=C(CSCc1ccccc1Cl)NNC(=O)c1ccccc1 | 100 | 1 | 98 | 98 | 99 | 100 | 0.2 | 19 | 7 | 99 | 2
CS(=O)(=O)N(CC(=O)N1CCN(c2ccccc2)CC1)c1cc(C(F)(F)F)ccc1Cl | 97 | 2 | 94 | 100 | 97 | 99 | 0.9 | 18 | 27 | 99 | 14
O=C(CCc1nc2ccccc2s1)OCc1ccccc1F | 97 | 4 | 95 | 99 | 99 | 98 | -0.1 | 9 | 9 | 97 | 14
